# SSB-PriA inh – inhibitors of Klebsiella pneumoniae PriA binding to SSB C-terminal tail, primary screen, biochemical, AlphaScreen; PriA–SSB C-terminal tail interaction (Klebsiella pneumoniae); AlphaScreen SSBct-PriA binding, biotinylated peptide; inhibition, % at 33 µM; 0.6% of 430,000 active; AID 1272365, 2023; in the data active = inhibition mostly above about 37%, no sharp cut-off; inactive = mostly below about 20%;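 note: plate controls were negative control peptide for no effect and reference peptide for full effect; strong numbers were not always called active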
# * hit, by the source's call; & = joins results of further samples. The list is partial (hit frequency here may not be typical).
# Start of the listing, in advance, 19 compounds:
SMILES,SSB-PriA inh
CC(C)(C)OC(=O)C[C@H]1C/C=C/C[C@@H](CC(=O)NCCO)C(=O)N2CCC[C@H]2COC1=O,-20.3
COc1ccc(S(=O)(=O)CC(=O)Nc2sc3c(c2C#N)CCC3)cc1,-6.0
CCOc1ccc(NC(=O)CSc2ccc(NC(C)=O)nn2)cc1,-13.0
CN=c1scc(C)n1N=Cc1cc(Br)c(O)c(Br)c1,10.6
O=C(Cn1nc2n(c(=O)c1=O)CCN2c1ccc(F)cc1)NC1CCCC1,0.0
CC(=O)Nc1ccc(C(=O)N2CCCCC(c3ccc(Cl)cc3)C2)cc1 (stereo not given),-22.0
COc1ccc(C(C)NC(=O)CSc2ccc(-n3cnc(C)c3)nn2)cc1 (stereo not given),-4.0
CN1CC2=C(C1=O)C(c1ccc(O)cc1)NC(=O)N2 (stereo not given),-9.0
CCCc1nnsc1C(=O)NCC(C)(O)COC (stereo not given),-1.0
Cc1nnc(NN=CC2CC=CCC2)[nH]c1=O (stereo not given),0.3
COc1ccccc1-c1nc(C)c(-c2ccc(SCC(=O)Nc3nc(C)cs3)nn2)s1,10.0
COc1ccccc1[C@H](CNS(=O)(=O)c1ccc(C)s1)OC,-8.0
Cc1cc(C)c2nc(N(Cc3ccccn3)C(=O)c3ccc4ccccc4c3)sc2c1,-14.0
CN(C(=O)C1CCCN(S(C)(=O)=O)C1)c1ccccc1 (stereo not given),-16.0
O=C(Nc1ccc2c(c1)N(C(=O)C1CCCO1)CC2)c1cc2ccccc2oc1=O (stereo not given),4.0
CC(C)N1CCC(CNC(=O)C(=O)Nc2ccc(OC(F)(F)F)cc2)CC1,0.0
CC(CNC(=O)c1cn[nH]n1)c1ccccc1 (stereo not given),7.0
C=CCN1C(=O)C(C)(C)COc2ccc(NS(=O)(=O)Cc3cccc(C)c3)cc21,-1.0
Cc1ccc(S(=O)(=O)N2CCC(C(N)=S)CC2)cc1,-3.0

# The list itself, previewed entries included:
SMILES,SSB-PriA inh
CC(C)(C)OC(=O)C[C@H]1C/C=C/C[C@@H](CC(=O)NCCO)C(=O)N2CCC[C@H]2COC1=O,-20.3
COc1ccc(S(=O)(=O)CC(=O)Nc2sc3c(c2C#N)CCC3)cc1,-6.0
CCOc1ccc(NC(=O)CSc2ccc(NC(C)=O)nn2)cc1,-13.0
CN=c1scc(C)n1N=Cc1cc(Br)c(O)c(Br)c1,10.6
O=C(Cn1nc2n(c(=O)c1=O)CCN2c1ccc(F)cc1)NC1CCCC1,0.0
CC(=O)Nc1ccc(C(=O)N2CCCCC(c3ccc(Cl)cc3)C2)cc1 (stereo not given),-22.0
COc1ccc(C(C)NC(=O)CSc2ccc(-n3cnc(C)c3)nn2)cc1 (stereo not given),-4.0
CN1CC2=C(C1=O)C(c1ccc(O)cc1)NC(=O)N2 (stereo not given),-9.0
CCCc1nnsc1C(=O)NCC(C)(O)COC (stereo not given),-1.0
Cc1nnc(NN=CC2CC=CCC2)[nH]c1=O (stereo not given),0.3
COc1ccccc1-c1nc(C)c(-c2ccc(SCC(=O)Nc3nc(C)cs3)nn2)s1,10.0
COc1ccccc1[C@H](CNS(=O)(=O)c1ccc(C)s1)OC,-8.0
Cc1cc(C)c2nc(N(Cc3ccccn3)C(=O)c3ccc4ccccc4c3)sc2c1,-14.0
CN(C(=O)C1CCCN(S(C)(=O)=O)C1)c1ccccc1 (stereo not given),-16.0
O=C(Nc1ccc2c(c1)N(C(=O)C1CCCO1)CC2)c1cc2ccccc2oc1=O (stereo not given),4.0
CC(C)N1CCC(CNC(=O)C(=O)Nc2ccc(OC(F)(F)F)cc2)CC1,0.0
CC(CNC(=O)c1cn[nH]n1)c1ccccc1 (stereo not given),7.0
C=CCN1C(=O)C(C)(C)COc2ccc(NS(=O)(=O)Cc3cccc(C)c3)cc21,-1.0
Cc1ccc(S(=O)(=O)N2CCC(C(N)=S)CC2)cc1,-3.0
Cn1c2ccccc2c2cc(C=NNC(=O)c3cc(O)cc(O)c3)ccc21,6.7
O=C(CSCc1ccccc1)Nc1cccc2c1C(=O)NC2=O,0.0
Oc1ccc(CNc2ccccc2C(F)(F)F)c2cccnc12,44.2
CCOC(=O)c1c(-c2ccc(F)cc2)csc1NC(=O)Cc1cccc2ccccc12,-10.0
CCCOc1cc(N2CCN(C(=O)C(C)C)CC2)nc(C)n1,-8.0
CCCCCn1c(NS(=O)(=O)c2ccccc2)c(S(=O)(=O)c2ccc(C)cc2)c2nc3ccccc3nc21,75.7*
CCOC1=CC(=Cc2c(N)n3nc(CC(=O)N4CCCC4)sc3nc2=O)C=CC1=O,3.1
CC(CC(=O)Nc1nc(-c2ccccn2)cs1)NC(=O)c1ccccc1 (stereo not given),74.8*
Cc1nn(C2CCS(=O)(=O)C2)c2nc(-c3ccco3)cc(C(=O)Nc3nc4ccccc4s3)c12 (stereo not given),-10.0&4.0
COc1cn2c(cc1=O)C(=O)N(CCNC(=O)COc1ccc(F)cc1)CC2,-13.0
O=C(NCC(c1ccc(F)cc1)N1CCOCC1)C(=O)Nc1nc2ccccc2s1 (stereo not given),2.0
O=C(Cn1cnc(-c2ccccc2)cc1=O)c1ccccc1,3.0
O=C1c2ccccc2C(=O)c2c1cccc2S(=O)(=O)Nc1ccc(-c2ccc(NS(=O)(=O)c3cccc4c3C(=O)c3ccccc3C4=O)cc2)cc1,-1.0
c1sc(CN2CCNCC2)nc1C1CC1,-9.0
COc1ccccc1NC(=O)C(=O)NCc1cccnc1,-12.0
O=C(CSc1nc(=O)n(C[C@H]2CCCO2)c2c1CCC2)N1CCN(c2ccccc2)CC1,0.0
CSc1ccccc1C(=O)N1CCOC(c2ccc(C(F)(F)F)cc2)C1 (stereo not given),-11.0
O=C1C2CC=CCC2C(=O)N1C1CN(S(=O)(=O)CCOc2ccccc2)C1 (stereo not given),9.0
Cc1ccc(-c2cc3c(SCC(=O)Nc4ccccc4F)nccn3n2)cc1,-5.0
O=C(c1ccc2nsnc2c1)N(Cc1cccs1)C1CCOCC1,-8.0
CCn1c(SCC(=O)Nc2ccc(Br)cc2)nnc1-c1c[nH]c2ccccc12,-5.0
O=C(NCc1ccccn1)C1CCCN(c2ccc(-c3cccs3)nn2)C1 (stereo not given),5.0
CC(C)=CCC/C(C)=C/COc1cc2c(C(=O)O)c(C)oc2cc1Br,0.0
O=C(Nc1cc(C(F)(F)F)ccc1Cl)c1cc(Cl)sc1Cl,-6.0
CCOc1ccc(S(=O)(=O)Nc2ccc3c(c2)C(=O)N(CC)c2ccccc2O3)cc1F,39.0
O=C(CNCc1ccccc1)Nc1ncc(Cc2ccc(Cl)cc2Cl)s1,-7.0
CCc1nnc(-c2cccc(OCC(=O)Nc3ccc(C(C)=O)cc3)c2)o1,-7.0
O=C(Cn1nc(-c2cccs2)c2sc(N3CCOCC3)nc2c1=O)N1CCCc2ccccc21,6.0
O=C(NCC1CCN(c2ccncc2)CC1)Nc1c(F)cccc1F,-7.0
CCc1ccccc1NC(=O)CSc1nc2c(sc3ncccc32)c(=O)n1Cc1ccccc1,-10.0
NC(=NOC(=O)c1cccc2ccccc12)c1ccncc1,-15.3
CN(C)C(CNC(=O)NCCOc1ccccc1)c1ccco1 (stereo not given),-3.0
CN(C)c1ccc(C(=O)N2CCC(COCc3ccccc3)CC2)cc1,3.0
O=S(=O)(NC[C@@H](c1ccc2c(c1)OCO2)N1CCN(c2ccccc2F)CC1)c1ccccc1,9.0
CCCn1c(=O)c2ccc(C(=O)NC3CCCC3)cc2n2c(=O)n(Cc3c(F)cccc3Cl)nc12,-1.0
CCN(CC)S(=O)(=O)c1ccc(C(=O)Nc2nnc(SCC(=O)Nc3ccccc3F)s2)cc1,-2.0
CCc1cc(=O)n(CCNS(=O)(=O)c2ccc(Cl)s2)cn1,-2.0
O=C(Cn1c2c(c(=O)n(C3CCCCC3)c1=O)CCC2)NCCCn1ccnc1,-18.0
O=C(O)c1c[nH]c(=O)c([N+](=O)[O-])c1,22.0
O=[N+]([O-])c1cc(F)cc2cccnc12,54.7*
Cc1cccc(OC(C)C(=O)Nc2ccc(S(=O)(=O)N3CC(C)OC(C)C3)cc2)c1C (stereo not given),-2.0&2.0

# (continued)
SMILES,SSB-PriA inh
CC1(C)NCCNC1=O,-4.0&19.0
Cc1cccc(Cn2c(=O)n(-c3ccc(CC(=O)NCc4cccs4)cc3)c(=O)c3ccccc32)c1,15.0
CC(C)C=NNC(=O)c1ccc(Cl)cc1,-3.2
CCOc1ccc(C=Nn2c(SC)nnc(C(C)(C)C)c2=O)cc1,-1.5
CCn1nc(C)cc1C(=O)Nc1ccc(SC)cc1,-9.0
CN(C)c1nc(NN=Cc2ccc(Cl)c([N+](=O)[O-])c2)nc(Nc2ccc(F)cc2)n1,-4.7
CN(C)c1ncc(NC(=O)CNC(=O)c2ccccc2)c(N(C)C)n1,1.0
COc1cccc(CC(=O)NCC2CCN(c3ncccn3)CC2)c1,-9.0
O=C(CC1CCCCN1S(=O)(=O)c1cccs1)Nc1ncccn1 (stereo not given),20.0
COC(=O)c1ccc(S(=O)(=O)N2CCSC2c2ccc(C(F)(F)F)cc2)cc1 (stereo not given),-2.0
NC(=O)c1ccsc1NC(=O)CN1C(=O)CCC1=O,5.0
COc1ccccc1CNC(=O)Cn1c(C)cc(C)c(C#N)c1=O,-13.0
Cc1ccc(N2CCC[C@H](C(=O)Nc3ccc(C(F)(F)F)cc3)C2)nn1,-23.0
COC(=O)c1ccc(C(=O)OC)c(NC(=O)CSc2nc(C)cc(C)n2)c1,-1.0
COc1ccc2sc(N(CCN(C)C)C(=O)c3ccc(S(=O)(=O)N4CCCCC4C)cc3)nc2c1 (stereo not given),18.0
O=C(CSc1ccc(NC(=O)c2ccco2)nn1)Nc1cc(Cl)cc(Cl)c1,-5.0
Cc1nn(C2CCS(=O)(=O)C2)c2nc(-c3ccccc3)cc(C(=O)NC3CC3)c12 (stereo not given),-3.0
O=C(NCc1cc(-c2ccncc2)n(C2CCCC2)n1)c1ccc(Cl)s1,-11.0
Cc1sc2ncnc(NCCc3ccccc3)c2c1-c1ccc(F)cc1,-10.0
O=C(NCCCn1ccnc1)Nc1cccc(-n2cccc2)c1,58.6
Cc1ccc(Cl)c2sc(N(CCN3CCOCC3)C(=O)c3ccno3)nc12,-4.0
Cc1noc(-c2cccnc2N2CCC(NC(=O)c3ccc(Cl)s3)C2)n1 (stereo not given),4.0
C#CCSc1nc2sc3c(c2c(=O)n1C)CCCC3,1.0
O=C(Cn1nc(-c2ccco2)c2sc(N3CCCC3)nc2c1=O)Nc1cccc(Cl)c1Cl,3.0
O=C(c1ccco1)N1CCCC(c2nnc(-c3cccs3)o2)C1 (stereo not given),-13.0
Cc1noc(CNC(=O)CN(C)c2nc3ccccc3s2)n1,-4.0
CC(C)S(=O)(=O)c1cccc(C(=O)Nc2cccc3ccccc23)c1,-2.0
CCSc1ccccc1C(=O)N1CC(S(=O)(=O)CC(C)C)C1,-11.0
O=C(Nc1ccc(Cl)c(Cl)c1)c1ccc(=O)n(Cc2cccc(F)c2)n1,-8.0
Cc1ccc(OCCOC[C@@H](O)CN2CCN(c3ccc(F)cc3)CC2)cc1C,12.0
Cc1nc(-c2ccc(N3CCN(C(=O)c4sc(-n5cccc5)nc4C)CC3)nc2)no1,-16.0
Cc1cc(NC(=O)CSc2ncc(-c3ccccc3)n2Cc2ccco2)no1,4.0
COc1ccc(C(=O)NN=Cc2ccc(OC)c(CN3CCN(c4ccc(F)cc4)CC3)c2)cc1,6.9
O=C(CCc1ccccc1Br)NCC(O)C1CCCCC1 (stereo not given),-14.0
CCOC(=O)C(N=Nc1ccc(C(=O)O)cc1[N+](=O)[O-])=C(C)O,-8.1
Cc1nc(N)sc1C(=O)NN=Cc1ccco1,-7.0
Fc1ccccc1C=Nn1cc(-c2ccccc2)[nH]c1=S,3.7
Cc1ccccc1Cn1cc(C=Nn2cnnc2)c2ccccc21,9.1
O=C(COc1ccc(Cl)cc1)Nc1ccc2c(c1)N(C(=O)c1cccs1)CC2,-5.0&6.0
CCOc1ccccc1NC(=O)NCC#CCN(C)Cc1ccccc1,0.0
CCC(Cc1ccccc1)=NNC(=O)CNC(=O)c1ccc(Cl)cc1Cl,-10.6
COc1ccc(Cl)cc1NC(=O)CN1CC(c2nc(-c3ccsc3)no2)C1,-4.0
Cc1cc(=O)n2c(-c3cccc(NS(=O)(=O)c4ccc5ccccc5c4)c3)csc2n1,18.0
CSc1ccccc1C(=O)N1CCS[C@H](c2ccccc2Cl)CC1,2.0
O=C(Nc1nc(CC(=O)N2CCOCC2)cs1)c1ccccc1,6.0
CC[n+]1c(-c2c(C)oc3cc(O)ccc3c2=O)csc1C,12.0
O=C(CCCNS(=O)(=O)c1ccc(Cl)cc1)NCc1ccccc1,3.0
COc1cccc(-c2cc(C(=O)NC3CC3)c3c(C)nn(C4CCS(=O)(=O)C4)c3n2)c1 (stereo not given),-7.0
CCOc1ccccc1C(=O)NCCCn1nc(-c2ccco2)ccc1=O,-11.0&-5.0
C=CCN1C(=O)C(C)(C)COc2ccc(NC(=O)c3ccc(Cl)cc3)cc21,25.0
Cc1cccc(C(N)=NOC(=O)c2ccco2)c1,-22.2
CCOc1ccccc1NC(=O)N1CCc2ncncc2C1,1.0
Cc1cc(C(=O)Nc2nc(-c3ccc4c(c3)OCO4)cs2)on1,-1.0
Cn1cc(S(=O)(=O)Nc2nc3ccccc3nc2NCc2cccs2)cn1,-12.0
CSCCC(Nc1nc(-c2ccccc2)nc2c1oc1ccccc12)C(=O)O (stereo not given),-3.0&0.0
COc1nn(C)cc1C(=O)NCc1ccccc1Cl,-9.0
O=S(=O)(NCC[C@H](O)c1cccs1)c1ccccc1Br,3.0
O=C(CSc1ccc(-c2ccc3c(c2)OCO3)nn1)NCc1ccco1,-7.0
O=C(c1cccc(C(F)(F)F)c1)N1CCN(S(=O)(=O)c2cc3c4c(c2)CCN4C(=O)CC3)CC1,-10.0
COc1ccc(Cl)cc1NC(=O)[C@H]1CCCN(c2cc(C3CC3)ncn2)C1,-8.0
NC(=O)c1oc2ccccc2c1NC(=O)C1CCN(S(=O)(=O)c2ccc(F)cc2)CC1,6.0
CCOC(=O)C=C1Nc2ccccc2SC1=O,-14.1
O=C(c1cc(-c2ccco2)[nH]n1)N1CCC(Oc2cnccn2)CC1,3.0
